CYP2C19 inhib = inhibitors of human CYP2C19. P33261. CYP2C19 Supersomes, luciferin-H EGE luminescence, 30 min. inhibition, % at 5 µM. actives 21% (n = 96,000). AID 778;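 active = CYP2C19 inhibition above a set limit at 5 µM in the primary screen, cut at about 50% in these data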;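 note: plate controls were negative control wells for no effect and 2.5 mM tranylcypromine positive control for full effect; values of inactives mirror those of a sister screen read the other way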
Target sequence (P33261 whole entry, looked up): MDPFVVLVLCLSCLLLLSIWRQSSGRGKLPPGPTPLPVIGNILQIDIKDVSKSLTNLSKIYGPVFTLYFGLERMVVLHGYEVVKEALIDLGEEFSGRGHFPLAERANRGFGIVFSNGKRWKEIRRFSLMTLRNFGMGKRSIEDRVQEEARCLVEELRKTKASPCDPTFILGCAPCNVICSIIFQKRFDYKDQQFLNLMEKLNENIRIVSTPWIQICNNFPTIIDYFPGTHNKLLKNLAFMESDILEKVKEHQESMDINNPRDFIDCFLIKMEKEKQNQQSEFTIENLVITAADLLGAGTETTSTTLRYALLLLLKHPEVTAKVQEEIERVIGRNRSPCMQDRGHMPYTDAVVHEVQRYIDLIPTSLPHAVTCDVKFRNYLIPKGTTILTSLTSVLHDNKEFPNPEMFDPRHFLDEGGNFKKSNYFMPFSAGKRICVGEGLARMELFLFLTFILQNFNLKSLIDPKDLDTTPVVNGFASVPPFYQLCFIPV
CYP2C9 activ = increases human cytochrome P450 2C9 activity; activation factor at 5 µM; actives 1.4% (n = 96,000); recombinant CYP2C9, luciferin-H conversion, luminescence; hits give high values; factor 1 = untreated enzyme, 0 = blocked; P11712; AID 1024;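 active = activation factor of 2 or more for CYP2C9 at a 5 µM dose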;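 note: 0 = sulfaphenazole-blocked wells and 1 = vehicle-only wells; values of inactives mirror those of a sister screen read the other way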
PLK1 kinase inh = PLK1 (human) kinase inhibition. P53350. recombinant PLK1 kinase, TR-FRET peptide phosphorylation. inhibition, % at 10 µM. actives 0.53% (n = 97,000). AID 619;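 active = inhibition of 50% or more in the single-concentration screen; inactive = inhibition below 50%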;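 note: 0% = DMSO max control and 100% = H-89 dihydrochloride min control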
EphB4 ephrin blk = antagonists of human EphB4-ephrin-B2 interaction | EphB4 LBD / TNYL-RAW-Alexa532 peptide, fluorescence polarization | actives 0.15% (n = 97,000) | inhibition, % at 7 µM | P54760 | AID 720;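 active = inhibition above the screen-wide mean inhibition plus 3 SD, cut at about 15% in these data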;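 note: 0% = DMSO wells and 100% = excess unlabeled TNYL-RAW peptide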
CYP2C9 inh = human CYP2C9 inhibition; P11712; AID 777; inhibition, % at 5 µM; CYP2C9 Supersomes, luciferin-H conversion, luminescence; actives 20% (n = 96,000);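 active = blocking of liver enzyme CYP2C9 beyond about 50% at 5 µM, limit read from the data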; note: values of inactives mirror those of a sister screen read the other way
HIV Rev-RRE inh = inhibitors of HIV-1 Rev-RRE RNA interaction | Rev peptide-RRE RNA binding, FRET | inhibition, % at 8 µM | actives 0.79% (n = 97,000) | AID 704;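 active = inhibition above the screen-wide mean plus 3 SD, cut at about 35% in these data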;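 note: 0% = median DMSO wells and 100% = median Neomycin B control wells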
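Test system: labelled RRE RNA duplex and labelled Rev peptide. Times: 5 min compound–RNA preincubation, then 15 min with peptide, 25 °C. Doses: single-dose 8 µM. Measured by: FRET, excitation 480 nm, emission 540 nm donor and 671 nm acceptor. Measure: % inhibition of FRET ratio versus controls.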
PLAP activator = human PLAP activation. activation fold at 20 µM. actives 1.2% (n = 96,000). P05187. purified PLAP enzyme, luminescent substrate read-out; hits give high values; in the data active = activation fold above about 2
Target sequence (P05187 whole entry, looked up): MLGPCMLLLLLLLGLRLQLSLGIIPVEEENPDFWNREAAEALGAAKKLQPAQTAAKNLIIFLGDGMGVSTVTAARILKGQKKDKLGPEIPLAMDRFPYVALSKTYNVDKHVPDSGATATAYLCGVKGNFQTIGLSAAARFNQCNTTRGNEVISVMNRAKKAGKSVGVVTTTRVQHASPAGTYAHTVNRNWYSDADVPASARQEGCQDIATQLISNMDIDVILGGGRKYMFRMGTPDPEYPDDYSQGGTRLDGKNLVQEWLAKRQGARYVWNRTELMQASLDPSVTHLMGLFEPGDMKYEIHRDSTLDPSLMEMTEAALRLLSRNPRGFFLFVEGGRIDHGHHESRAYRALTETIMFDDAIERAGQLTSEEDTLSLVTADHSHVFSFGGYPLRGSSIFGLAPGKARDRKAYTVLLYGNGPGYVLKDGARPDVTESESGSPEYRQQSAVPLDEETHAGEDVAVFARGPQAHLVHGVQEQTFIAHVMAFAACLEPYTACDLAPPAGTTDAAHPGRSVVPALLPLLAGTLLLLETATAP
Plk1 PBD FP = blocks phosphopeptide binding to human Plk1 polo box domain; P53350; Plk1 PBD phosphopeptide binding, fluorescence polarization; inhibition, %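 (tested at about 20 µM)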; actives 0.13% (n = 97,000); AID 693; in the data active = inhibition above about 34%, passing the limit was not always enough
CYP2C19 activ = cytochrome P450 2C19 (human) activation; AID 1025; P33261; recombinant CYP2C19, luciferin-H EGE luminescence; hits give high values; 0 = fully inhibited enzyme, 1 = untreated enzyme; activation factor at 5 µM; 96,000 tested, under 10 active;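 active = activation factor of at least 2 at 5 µM in the primary screen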;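 note: 0 = wells with 2.5 mM tranylcypromine and 1 = vehicle-only wells; values of inactives mirror those of a sister screen read the other way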
An asterisk follows results filed as active; . = no result given; [ ] = another dose, or the depositor's remark. Outcome played no part in choosing rows; overall some 29% were active at least once.

SMILES | CYP2C19 inhib | CYP2C9 activ | PLK1 kinase inh | EphB4 ephrin blk | CYP2C9 inh | HIV Rev-RRE inh | PLAP activator | Plk1 PBD FP | CYP2C19 activ
O=C(Nc1ccc2c(c1)OCCO2)C1CCCN(S(=O)(=O)c2cccc3nsnc23)C1 (stereo unspecified) | 32 | 0.6 | -14 | -1 | 42 | 7 | 1 | 1 | 0.7
O=C(CSc1nccn1-c1ccccc1)c1ccc(Cl)cc1 | 74* | 0.6 | -9 | 4 | 36 | 5 | 0.9 | 1 | 0.3
Cc1nnc(SCC(=O)Nc2sc3c(c2C#N)CCCCC3)n1N | 1 | 1 | -6 | 1 | 3 | 6 | 1.3 | -24 | 1
O=C1CSC(c2cn(-c3ccccc3)nc2-c2cc3ccccc3oc2=O)N1Cc1ccco1 (stereo unspecified) | 55* | 0.2 | -4 | -1 | 76* | -1 | 1.2 | -30 | 0.4
Cc1cc(C)c(NC(=O)CCCC(=O)O)c(Cl)c1 | 0 | 1.1 | 11 | 10 | -11 | 6 | 0.9 | 34 | 1
CCn1c(COc2ccc(C)cc2)nnc1SCc1ccc(C#N)cc1 | 3 | 0.8 | 6 | 5 | 18 | 10 | 1.1 | 6 | 1
CN(C)c1nc(Oc2ccc(C(=O)OCC(=O)Nc3ccccc3)cc2)nc(N(C)C)n1 | 33 | 0.7 | -9 | -2 | 31 | 0 | 1 | -53 | 0.7
CCOC(=O)N1CCC(NC(=O)CSc2cc(=O)n(CC)c3ccccc23)CC1 | 3 | 1.4 | -5 | 6 | -36 | 10 | 1.3 | 25 | 1
Cc1cccc(N2C(=O)CC(N3CCOCC3)C2=O)c1 (stereo unspecified) | 17 | 1.1 | . | . | -13 | . | 0.9 | . | 0.8
COc1cc2c(cc1OC)C(C(=O)NCc1ccco1)C(c1cccs1)N(C)C2=O (stereo unspecified) | -5 | 1 | 3 | 7 | 1 | 2 | 1.3 | 5 | 1
COc1ccc(N(CC(=O)N2CCN(C)CC2)S(=O)(=O)c2ccccc2)cc1OC | -6 | 1 | -9 | -1 | 4 | 3 | 1.1 | -12 | 1.1
CCS(=O)(=O)N1CCN(C2CCC(C)CC2)CC1 (stereo unspecified) | -2 | 1.1 | -11 | -4 | -13 | 7 | 1.2 | 4 | 1
CCC(=O)c1coc2ccc(O)cc12 | . | . | -7 | -1 | . | 3 | . | -15 | .
CCOC(=O)Cn1c(=O)oc2cc(S(=O)(=O)Nc3cc(Cl)ccc3OC)ccc21 | 36 | 0.4 | -20 | -4 | 61* | 11 | 1 | 3 | 0.6
CCn1c(=O)c(C(=O)NCCCO)c(O)c2ccccc21 | 12 | 1 | -9 | 2 | 1 | 2 | 1.1 | -8 | 0.9
CCS(=O)(=O)N1CCC(C(=O)N2CCN(c3ccccc3)CC2)CC1 | -1 | 0.9 | . | . | 10 | . | 1.3 | . | 1
Cc1cc(OCC(=O)Nc2ccc(S(=O)(=O)N3CCN(C)CC3)cc2)ccc1Cl | . | . | 3 | 2 | . | 5 | . | -9 | .
Cc1cccc(-c2nc(CN3CCCC(C(=O)NC4CCCCC4)C3)c(C)o2)c1 (stereo unspecified) | 16 | 0.8 | 7 | -8 | 19 | 1 | 1.4 | -6 | 0.8
COc1ccc(C(=O)Nc2cccc(OC(=O)c3ccc(C)c(C)c3)c2)cc1 | 27 | 0.3 | -11 | 1 | 70* | 12 | 0.9 | 31 | 0.7
COc1cc(/C=C2\SC(=S)N(Nc3ncc(C(F)(F)F)cc3Cl)C2=O)cc(OC)c1OC | 32 | 1 | -7 | -2 | 4 | 14 | 1.3 | 9 | 0.7
Cn1c(C(=O)NCCCN2CCN(c3ccccc3F)CC2)cc2c(=O)[nH]c3ccccc3c21 | -5 | 1 | -11 | -9 | 0 | 7 | 1 | -11 | 1
O=[N+]([O-])c1cccc(/C=N/n2c(COc3ccccc3)n[nH]c2=S)c1 | 41 | 0.5 | -13 | -8 | 50 | -3 | 0.9 | 25 | 0.6
COc1ccc2cc3cc(C(=O)N4CCN(c5ccccc5)CC4)oc3nc2c1 | -3 | 1 | -1 | -4 | 0 | 11 | 0.8 | -8 | 1
CCN1CCCC1CNC(=O)c1ccc(N2CCCC2=O)cc1 (stereo unspecified) | -11 | 1 | -11 | 4 | -5 | 4 | 1 | 2 | 1.1

Another view of four compounds above.
mol: CCn1c(=O)c(C(=O)NCCCO)c(O)c2ccccc21
  CYP2C19 inhib = 12	CYP2C9 activ = 1	PLK1 kinase inh = -9	EphB4 ephrin blk = 2	CYP2C9 inh = 1	HIV Rev-RRE inh = 2	PLAP activator = 1.1	Plk1 PBD FP = -8	CYP2C19 activ = 0.9
mol: CCS(=O)(=O)N1CCC(C(=O)N2CCN(c3ccccc3)CC2)CC1
  CYP2C19 inhib = -1	CYP2C9 activ = 0.9	PLK1 kinase inh = .	EphB4 ephrin blk = .	CYP2C9 inh = 10	HIV Rev-RRE inh = .	PLAP activator = 1.3	Plk1 PBD FP = .	CYP2C19 activ = 1
mol: Cc1cc(OCC(=O)Nc2ccc(S(=O)(=O)N3CCN(C)CC3)cc2)ccc1Cl
  CYP2C19 inhib = .	CYP2C9 activ = .	PLK1 kinase inh = 3	EphB4 ephrin blk = 2	CYP2C9 inh = .	HIV Rev-RRE inh = 5	PLAP activator = .	Plk1 PBD FP = -9	CYP2C19 activ = .
mol: Cc1cccc(-c2nc(CN3CCCC(C(=O)NC4CCCCC4)C3)c(C)o2)c1 (stereo unspecified)
  CYP2C19 inhib = 16	CYP2C9 activ = 0.8	PLK1 kinase inh = 7	EphB4 ephrin blk = -8	CYP2C9 inh = 19	HIV Rev-RRE inh = 1	PLAP activator = 1.4	Plk1 PBD FP = -6	CYP2C19 activ = 0.8

(list continues)
SMILES | CYP2C19 inhib | CYP2C9 activ | PLK1 kinase inh | EphB4 ephrin blk | CYP2C9 inh | HIV Rev-RRE inh | PLAP activator | Plk1 PBD FP | CYP2C19 activ
Cc1ccccc1NC(=O)c1cc(S(=O)(=O)c2ccccc2)ccc1Cl | 6 | 1 | 15 | 5 | 1 | 5 | 0.9 | -12 | 0.9
O=C(O)CNC(=O)c1ccc(S(=O)(=O)N2CCOCC2)cc1 | 1 | 1 | -3 | 0 | -2 | 12 | 0.9 | 0 | 1
Cc1cccc(Nc2cnn(C34CC5CC(CC(CC(=O)O)(C5)C3)C4)c(=O)c2Cl)c1 | -4 | 0.9 | 3 | -2 | 6 | 0 | 1.9 | -11 | 1
O=C(CCC1CCCCC1)NCc1ccncc1 | 89* | 0.5 | -1 | -3 | 47 | 8 | 1 | 4 | 0.1
N#C/C(=C/c1ccc(N2CCOCC2)o1)c1nc2ccccc2[nH]1 | . | . | -98 | -6 | . | 136*[fluorescence artefact?] | . | -234 | .
O=C(CSc1nnc(COc2ccccc2)n1-c1ccccc1)c1ccccc1 | 38 | 0.6 | -9 | -8 | 43 | -4 | 1 | -1 | 0.6
COC(=O)Nc1ccc(S(=O)(=O)N2CCCCC2C(=O)NCc2ccco2)cc1 (stereo unspecified) | 42 | 1 | -15 | 7 | 0 | 3 | 1.1 | 12 | 0.6
CCN(CC)C(=O)CSc1nc2ccccc2n1CC(=O)N1CCN(c2ccccc2OC)CC1 | 27 | 0.5 | -16 | -3 | 51* | 5 | 1.6 | -7 | 0.7
COc1ccc(C(=O)N2CCCC(c3nc(-c4cccs4)no3)C2)cc1OC (stereo unspecified) | 55* | 1 | -10 | 1 | 4 | 10 | 1.4 | 10 | 0.5
COc1ccc2nc(N3CCCC3)c(C#N)cc2c1 | 3 | 0.8 | -19 | 7 | 25 | 47* | 1.3 | -32 | 1
CC1CN(S(=O)(=O)c2cccc(-c3cn4ccccc4n3)c2)CC(C)O1 (stereo unspecified) | 13 | 0.9 | 1 | -2 | 8 | 8 | 1.6 | -23 | 0.9
O=C(NCCN1CCOCC1)c1c(F)c(F)c(F)c(F)c1F | -11 | 1.2 | -11 | 6 | -22 | 4 | 1.1 | -3 | 1.1
COc1ccccc1C1/C(=C(/O)c2ccc(C)cc2)C(=O)C(=O)N1CC(C)O (stereo unspecified) | -5 | 0.9 | -7 | -1 | 9 | 4 | 1 | -30 | 1.1
Cc1ccccc1C(=O)NC(=S)NCC1CCCO1 (stereo unspecified) | 32 | 0.8 | -11 | 3 | 20 | -2 | 1 | 44 | 0.7
Cc1csc(SCCn2c(N3CCOCC3)nc3c2c(=O)[nH]c(=O)n3C)n1 | -5 | 0.7 | -5 | -2 | 30 | 5 | 0.9 | 31 | 1
CCC(=O)Nc1ccc2c(c1)nc(CCN1CCN(C)CC1)n2C | 4 | 1 | -9 | 2 | 0 | 2 | 1 | 33 | 1
COc1ccc(NC(=O)c2ccccc2NC(=O)COc2ccccc2)cc1 | -18 | 0.5 | -13 | 6 | 52* | 8 | 1 | 8 | 1.2
CN1CCN(S(=O)(=O)c2ccc(N)cc2)CC1 | . | . | -20 | -3 | . | 6 | . | 4 | .
CCC1C(C#N)=C(SC)NC2=C1C(=O)CC(C)(C)C2 (stereo unspecified) | 13 | 0.8 | -3 | 1 | 19 | 9 | 0.9 | 13 | 0.9
COc1cc(C2NC(=O)NC(O)(C(F)(F)F)C2C(=O)c2ccc(Cl)cc2)ccc1O (stereo unspecified) | -1 | 1.1 | -20 | -11 | -9 | -4 | 1.1 | 6 | 1
Cc1ccc(-c2nnn(CC(=O)N(Cc3cccs3)C(C(=O)NC(C)(C)C)c3ccco3)n2)o1 (stereo unspecified) | 8 | 0.9 | -6 | 1 | 8 | 4 | 1.2 | -28 | 0.9
N#Cc1c(SCC(N)=O)nsc1SCc1ccccc1Cl | 46 | 0.7 | -2 | 6 | 29 | 3 | 0.8 | -29 | 0.5
CCc1nc(NCc2ccc3c(c2)OCO3)c2oc3ccccc3c2n1 | 52* | 0.1 | -3 | -2 | 92* | 8 | 1.2 | 3 | 0.5
CCCCCC(=O)N1CCN(CCN=CC2=C(O)CC(c3ccc(OC)cc3)CC2=O)CC1 (stereo unspecified) | 10 | 0.8 | -6 | 2 | 22 | 5 | 1.5 | 2 | 0.9

As a short view, some entries already given.
SMILES | CYP2C19 inhib | CYP2C9 activ | PLK1 kinase inh | EphB4 ephrin blk | CYP2C9 inh | HIV Rev-RRE inh | PLAP activator | Plk1 PBD FP | CYP2C19 activ
Cc1ccccc1C(=O)NC(=S)NCC1CCCO1 (stereo unspecified) | 32 | 0.8 | -11 | 3 | 20 | -2 | 1 | 44 | 0.7
Cc1csc(SCCn2c(N3CCOCC3)nc3c2c(=O)[nH]c(=O)n3C)n1 | -5 | 0.7 | -5 | -2 | 30 | 5 | 0.9 | 31 | 1

The results go on:
SMILES | CYP2C19 inhib | CYP2C9 activ | PLK1 kinase inh | EphB4 ephrin blk | CYP2C9 inh | HIV Rev-RRE inh | PLAP activator | Plk1 PBD FP | CYP2C19 activ
COc1cccc(-c2nc3n(n2)C(c2cccs2)C(C(=O)Nc2cccnc2)=C(C)N3)c1 (stereo unspecified) | 77* | 0 | . | . | 99* | . | 1.4 | . | 0.2
COc1ccc(Br)cc1C(=O)Nc1cccc(-c2nnc(-c3ccco3)o2)c1 | . | . | 3 | -3 | . | -6 | . | -16 | .
Cn1c(=O)c2c(nc(NCc3ccco3)n2CC(O)COc2ccccc2)n(C)c1=O (stereo unspecified) | 24 | 0.5 | -10 | -1 | 47 | 7 | 1.1 | -5 | 0.8
Cc1nc(NC(=O)CCC(=O)O)sc1C(=O)N(C)C | -13 | 0.8 | -5 | 1 | 24 | 5 | 1.1 | 9 | 1.1
